# Screens (PubChem)
# GLS inh = inhibitors of human glutaminase (GLS); GLS enzymatic activity, qHTS titration; O94925; Potency, µM (doses to about 45.5 µM), for the others: at the top dose activity change, negative = inhibition, most hits filed as inhibitors; AID 624170; 410,000 tested, 0.21% active; also: potency is read from the fitted curve at half-maximal effect; % is scaled to controls: 0 for no effect and ±100 for the full control effect
#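 hKGA in 45 mM KH2PO4 (pH 8.2), 0.02% Tween-20 with compound, then 1mM L-Glutamine (stock as added) plus glutamate oxidase/HRP/Amplex red coupling mix. Fluorescence read initially and after 30 min at RT; signal change reflects glutamate formation.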
# HP1b binding inh = HP1-beta chromodomain-methylated histone interaction inhibition; AID 540317; P83916; 390,000 tested, 0.56% active; Potency, µM (titrated, usually from 114 µM), without a hit: at the highest dose activity change, negative = inhibition, hits mostly inhibitors; AlphaScreen HP1-beta / biotin-H3K9me3 peptide binding; also: potency is read from the fitted curve at half-maximal effect; nearly all actives have a fitted effect of over 70% in size; inactives centre near 23
# Target sequence (P83916 whole entry, looked up): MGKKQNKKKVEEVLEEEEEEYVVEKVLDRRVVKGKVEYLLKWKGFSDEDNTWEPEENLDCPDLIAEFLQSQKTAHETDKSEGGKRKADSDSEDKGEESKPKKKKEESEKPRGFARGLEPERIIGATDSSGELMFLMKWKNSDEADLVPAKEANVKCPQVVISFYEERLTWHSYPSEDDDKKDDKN
#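 HP1-beta protein (50 nM final) preincubated 30 min at room temperature with biotinylated H3(1-18)K9me3 peptide (50 nM) in PBS pH 7.4, 0.01% Tween-20, then compound added for 30 min. AlphaScreen streptavidin donor/nickel chelate acceptor beads (10 ug/mL final), 30 min dark, luminescence read.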
# POLH inh = blocks human DNA polymerase eta activity. Potency, µM (top dose mostly 114 µM), inactives show at the top dose activity change, negative = inhibition, hits mostly inhibitors. 390,000 tested, 1.2% active. recombinant Pol eta, fluorescent DNA replication assay. AID 588591. Q9Y253; also: potency is read from the fitted curve at half-maximal effect; % is scaled to controls: 0 for no effect and ±100 for the full control effect
#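 Pol eta (10 nM) was preincubated with compounds for 15 min at room temperature, after which fluorescent replication substrate (50 nM final) was added to start the reaction. Fluorescence was read kinetically at 0 and 10 min.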
# PI4K2A inh = blocks human PI4K2A kinase activity; purified PI4K2A, ADP-Glo luminescence, 1 h; active compounds read low; AID 1346378; activity change, negative = inhibition, % at 76.9 µM; Q9BTU6; 420,000 tested, 0.13% active; in the data active = activity change below about -50%; inconclusive = mostly about -30% to -49%;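 also: -100% = wells without enzyme as full effect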
#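 In this quantitative HTS, ADP production by PI4K2A was quantified luminescently after 1 h at ambient temperature; 100 microM adenosine served as plate-quality control.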
# BAZ2B block = BAZ2B (human) inhibition | Potency, µM (top dose mostly 114 µM), inactives show at the top dose activity change, negative = inhibition, hits mostly inhibitors | AlphaScreen BAZ2B-H3K14Ac peptide displacement | AID 504333 | 360,000 tested, 4.4% active | Q9UIF8; also: potency is read from the fitted curve at half-maximal effect; % is scaled to controls: 0 for no effect and ±100 for the full control effect; nearly all actives have a fitted effect of over 60% in size
#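 Inhibition is scored as reduced AlphaScreen emission. The BAZ2B/b-H3(5-23)K14Ac complex (50 nM each) in PBS pH 7.4, 0.01% Tween-20 meets compound (up to 110 uM) for 30 min at RT before bead addition.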
# Tb PGK inh = T. brucei PGK inhibition; P07378; PGK/GAPDH coupled, Kinase-Glo luminescence, 60 min; Potency, µM (top dose mostly 57.5 µM), without a hit: at the highest dose activity change, negative = inhibition, hits mostly inhibitors; 380,000 tested, 0.043% active; AID 602233; also: potency is read from the fitted curve at half-maximal effect; % is scaled to controls: 0 for no effect and ±100 for the full control effect; nearly all actives have a fitted effect of over 60% in size
# Target sequence (P07378 whole entry, looked up): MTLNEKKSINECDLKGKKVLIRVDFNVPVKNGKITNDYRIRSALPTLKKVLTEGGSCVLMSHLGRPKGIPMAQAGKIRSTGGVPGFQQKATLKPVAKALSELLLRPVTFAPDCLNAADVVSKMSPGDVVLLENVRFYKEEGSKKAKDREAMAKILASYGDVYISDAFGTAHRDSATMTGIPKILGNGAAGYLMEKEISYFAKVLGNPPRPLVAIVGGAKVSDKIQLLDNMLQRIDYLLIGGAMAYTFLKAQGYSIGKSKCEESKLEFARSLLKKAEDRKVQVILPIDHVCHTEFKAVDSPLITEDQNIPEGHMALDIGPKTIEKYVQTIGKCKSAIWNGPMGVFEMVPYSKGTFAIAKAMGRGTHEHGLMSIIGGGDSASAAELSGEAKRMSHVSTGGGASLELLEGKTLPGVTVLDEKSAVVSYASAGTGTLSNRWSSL
#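 Recombinant glycosomal PGK reaction used 1,3-bisphosphoglycerate generated in-well by GAPDH (100nM final) in 100mM TEA pH 7.6, 5mM MgCl2, 0.01% Tween-20. After 60 minutes at room temperature, ATP was read by Kinase-Glo Plus luminescence end-point.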
# G9a inh = inhibitors of human histone lysine methyltransferase G9a | Q96KQ7 | G9a H3K9 monomethylation, AlphaScreen, 2 h | Potency, µM (highest dose often 102 µM), without a hit: at the highest dose activity, negative = inhibition, most hits filed as inhibitors | 350,000 tested, 8.8% active | AID 504332; also: potency is read from the fitted curve at half-maximal effect; % is scaled to controls: 0 for no effect and ±100 for the full control effect; nearly all actives have a fitted effect of over 75% in size
# Target sequence (Q96KQ7 913-1193 limits assumed): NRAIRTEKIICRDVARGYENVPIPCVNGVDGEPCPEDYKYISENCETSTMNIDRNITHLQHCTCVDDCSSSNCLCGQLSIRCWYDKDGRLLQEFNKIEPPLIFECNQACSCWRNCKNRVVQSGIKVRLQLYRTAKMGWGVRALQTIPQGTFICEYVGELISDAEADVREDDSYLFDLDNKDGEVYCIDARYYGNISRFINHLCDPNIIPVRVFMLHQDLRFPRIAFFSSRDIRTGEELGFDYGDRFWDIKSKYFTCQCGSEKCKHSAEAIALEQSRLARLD
#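 Signal arises when biotinylated H3K9 peptide, once monomethylated, bridges streptavidin donor and antibody-captured acceptor beads. Enzyme at 20 nM was preincubated 15 min with test compounds; peptide 500 nM and SAM 20 uM then reacted for 2 h.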
# Pin1 inh = human Pin1 inhibition. Q13526. Pin1 FP peptide displacement, HiFluor488, 10 min. Potency, µM (series often up to 115 µM), without a hit: at the highest dose activity, negative = inhibition, hits mostly inhibitors. 390,000 tested, 0.009% active; active = well fitted inhibition curve with a large enough effect in the polarisation, with a control signal flat, not every such curve was filed as active; inconclusive = small, poorly fitted or top-dose-only effect, or effect the other way, or a change in a side signal; inactive = no such curve, though single readings can be large or run the other way; the % refers to the polarisation; also: potency is read from the fitted curve at half-maximal effect; % is scaled to controls: 0 for no effect and ±100 for the full control effect
# Target sequence (Q13526 whole entry, looked up): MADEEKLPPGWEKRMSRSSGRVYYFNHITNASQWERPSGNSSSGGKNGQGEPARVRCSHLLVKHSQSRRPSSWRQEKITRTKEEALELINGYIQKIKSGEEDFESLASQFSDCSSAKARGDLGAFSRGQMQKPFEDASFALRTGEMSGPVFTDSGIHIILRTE
# JMJD2A Tudor = blocks the human JMJD2A Tudor domain | O75164 | AlphaScreen JMJD2A-Tudor / H3K4me3 peptide binding | Potency, µM (titrated, usually from 114 µM), inactives show at the highest dose activity change, negative = inhibition, hits mostly inhibitors | 390,000 tested, 4.4% active; also: potency is read from the fitted curve at half-maximal effect; % is scaled to controls: 0 for no effect and ±100 for the full control effect; nearly all actives have a fitted effect of over 50% in size
# Numbers without * were called inactive; i = inactive; ? = inconclusive; · = no result given; [ ] = dose if it differs, or a comment. Unless noted, calls follow the shape of the dose curve; as a rule, active = well fitted curve in the direction sought with a large enough effect; inconclusive = small, poorly fitted or top-dose-only effect, or another doubt; inactive = no such curve, though single readings can be large; an effect the other way counts as inactive or inconclusive. A portion of the library, so the mix of outcomes need not match the whole.
SMILES,GLS inh,HP1b binding inh,POLH inh,PI4K2A inh,BAZ2B block,Tb PGK inh,G9a inh,Pin1 inh,JMJD2A Tudor
O=C(NCCN1CCN(c2ccccc2F)CC1)C1COc2ccccc2C1 (stereo not drawn),1%,1%[57 µM],-17%,1,-32%,3%,11%[59 µM],-2%,-31%
COc1ccccc1NC(=O)c1cc2c(CO)cnc(C)c2oc1=Nc1ccc(OC)c(OC)c1,7%,28%,-4%,6,?,6%,13%[12.7 µM],-1%,?
Cc1cccc(C(=O)Nc2c3c(nn2C(C)(C)C)CS(=O)(=O)C3)c1,12%,28%,1%,0,10%,3%,6%,1%,1%
COCCCNC(=S)NNC(=O)c1cc(-c2cccnc2)nc2ccccc12,-10%,34%,-11%,3,-12%,4%,?,-1%,-4%
COc1ccc(N2CCN(C(CNC(=O)c3ccco3)c3cccnc3)CC2)cc1 (stereo not drawn),43%[activator],16%,-9%,11,-9%,-5%,12%[2.33 µM],1%,-15%
O=[N+]([O-])c1cccc(-c2n[nH]c(=S)n2-c2ccccc2)c1,-19%,1%,-7%,4,-5%,-2%,2.2µM*,4%,22µM*
CCCCn1c(=O)[nH]c(=O)c2c1nc(-c1ccc3ccccc3c1)n2CC,5%,18%,13%,7,-13%,-5%,6%,3%,-10%
CCCc1cc(=O)oc2cc(OC(C)C(=O)NCC3CCC(C(=O)O)CC3)ccc12 (stereo not drawn),-1%,90%[activator],-7%,-4,13%[57.1 µM],i,·,-1%,-9%
C[C@@H]1CN([C@H](C)CO)S(=O)(=O)c2ccc(C#CC3CCCC3)cc2O[C@H]1CN(C)C(=O)Cc1ccccc1,-1%,·,-11%,-14,·,-10%,·,·,·
CC(C)(C)OC(=O)N[C@@H](Cc1ccccc1)C(=O)NCC1CCC(C(=O)O)CC1 (stereo partly drawn),-5%,51%[activator],-18%,-1,-11%,i,10%,1%,11%
CCCCOC(=O)c1ccc(NC(=O)Cc2coc3ccc(C(C)C)cc23)cc1,-1%,56%[activator],-25%,-3,-14%,i,2%[59 µM],2%,7%
COc1ccccc1CC(=O)Nc1ccc(-c2nnc(-c3ccco3)o2)cc1,5%,34%,?,5,6%,-6%,13%,-3%,-15%[57.1 µM]
COc1ccc(OCC(O)Cn2c(N3CCCCC3)nc3c2c(=O)n(C)c(=O)n3C)cc1 (stereo not drawn),14%,25%,-6%,-3,6%,1%,·,0%,-11%
O=C(NCCC1=CCCCC1)C(=O)NCc1ccccc1Cl,13%,3%,-8%,-4,5%,-1%,15%[2.33 µM],-2%,0%
COc1ccc(NC(=O)C(=O)NCC(c2cccnc2)N2CCc3ccccc3C2)cc1 (stereo not drawn),17%,?,-16%,1,10µM*,i,14µM*,?,40µM*
C=CCOc1ccc(C2/C(=C(\O)c3c(C)[nH]c(C(=O)OC)c3C)C(=O)C(=O)N2CCN(C)C)cc1 (stereo not drawn),-1%,21%,-15%,-10,6%,-5%,-10%[12.7 µM],2%,-23%
COc1ccc(OC)c(NC(=O)CN2CCC(NC(=O)c3ccccc3C)CC2)c1,-1%,14%,-5%,2,-24%,-9%,-3%,3%,-22%
S=c1[nH]nc(-c2cccc(Cl)c2)n1/N=C/c1ccc(-c2ccccc2Br)o1,-13%,11%,?,9,-13%,i,?,11%,-29%
Cc1cc(Oc2ccc(=O)n(C)n2)nc(SCc2ccccc2)n1,-2%,39%[activator],-10%,2,1%,-8%,6%,-5%,-1%
CC(=Nc1cccc(O)c1)c1sc2ccccc2c1O,19%,17%,0%,0,40µM*,-3%[11.5 µM],?,29%,-10%
COC(=O)C12OCC34C(CC5C(C)=C(O)C(=O)CC5(C)C3C(O)C1O)OC(=O)C(OC(=O)C=C(C)C)C24 (stereo not drawn),0%,53%[activator],-24%,-3,·,i,·,-2%,2%
CCN(C(=O)CC(C)C)c1nnc(Cn2nnc3ccccc32)s1,2%,28%,-5%,3,1%,6%,20%,-2%,-12%
Cn1cc(CN2CCC(O)CC2)c(-c2ccc(Oc3ccccc3)cc2)n1,6%,14%,5%,-2,-2%,-9%,9%,-12%,-19%
CN(C)CCCSc1nc2ccccc2s1,7%,?,-6%,-3,?,-4%,14µM*,-3%,-33%
CCC1(C)NC(=O)N(CC(=O)Nc2sc3c(c2C(=O)OC)CCCCC3)C1=O (stereo not drawn),0%,-24%,-7%,-3,-26%,-8%,50µM*,4%,?

# 3 entries from above, with two lines to a compound:
# Under each structure: GLS inh	HP1b binding inh	POLH inh	PI4K2A inh	BAZ2B block	Tb PGK inh	G9a inh	Pin1 inh	JMJD2A Tudor
Cn1cc(CN2CCC(O)CC2)c(-c2ccc(Oc3ccccc3)cc2)n1
→ 6%	14%	5%	-2	-2%	-9%	9%	-12%	-19%
CN(C)CCCSc1nc2ccccc2s1
→ 7%	?	-6%	-3	?	-4%	14µM*	-3%	-33%
CCC1(C)NC(=O)N(CC(=O)Nc2sc3c(c2C(=O)OC)CCCCC3)C1=O (stereo not drawn)
→ 0%	-24%	-7%	-3	-26%	-8%	50µM*	4%	?

# (more compounds)
SMILES,GLS inh,HP1b binding inh,POLH inh,PI4K2A inh,BAZ2B block,Tb PGK inh,G9a inh,Pin1 inh,JMJD2A Tudor
O=C(NC(=S)Nc1ccc(N2CCOCC2)c(Cl)c1)C(c1ccccc1)c1ccccc1,-8%,-13%,-18%,1,-37%,2%,-48%[59 µM],7%,-23%[11.4 µM]
CCOC(=O)C1=C(COC(=O)CCNS(=O)(=O)c2ccc(C)c(C)c2)NC(=O)NC1C (stereo not drawn),15%,22%,4%,-2,9%,-3%,-11%[59 µM],-8%,-4%
CC(C)C(=O)NC(=S)Nc1ccccc1C(=O)NC1CCCCC1,6%,-2%,-17%,4,-5%,-8%,50µM*,-3%,-19%
COc1ccc(CCNC(=O)c2ccc3c(c2)N(Cc2ccc(F)cc2)C(=O)c2ccccc2S3(=O)=O)cc1OC,7%,20%,·,-8,-10%,·,-12%[59 µM],17%,-16%
O=C(CSc1nccn1Cc1ccccc1)NCc1ccco1,6%,9%[57 µM],-13%,-8,?,-7%,?,0%,?
COc1ccc(C2CC(c3ccc(OC)cc3O)=NN2C(=O)c2ccccc2)cc1 (stereo not drawn),5%,26%,-18%,-7,-33%,-2%,?,-7%,-23%
O=C(COc1ccccc1)N1CCN=C1c1ccccc1,-8%,19%,8%,4,1%,-7%,11%[12.7 µM],1%,-7%
O=C(C1CCC(CNS(=O)(=O)c2cccc3cccnc23)CC1)N1CCCC1 (stereo not drawn),-2%,32%,1%,1,15%,-9%,-21%,-2%,-14%
O=C(Cc1cc(=O)[nH][nH]1)N/N=C/c1c(F)cccc1Cl,23%,55%[activator],-2%,-7,-14%,-6%,-5%,6%,-7%
CCOc1ccc2nc(NC(=O)Cc3cccs3)sc2c1,11%,-14%,-17%,-8,0%,1%,?,?,5%[11.4 µM]
O=S(CCc1ccncc1)Cc1ccccc1 (stereo not drawn),8%,14%,0%,-9,-3%,-1%,-34%[59 µM],2%,-6%
COc1cccc(/C=C/C(=O)NCc2ccc(S(N)(=O)=O)cc2)c1,10%,18%,-6%,2,2%,i,8%,15%,-3%
O=C(CSc1nnc2scc(-c3ccccc3)n12)N1CCN(Cc2ccccc2)CC1,10%,13%,-13%,2,3%,11%,?,-1%,-17%
CCOc1ccc(S(=O)(=O)Nc2ccc(C(=O)N(CC)CC(=O)NCc3cccs3)cc2)cc1,1%,·,-7%,-4,·,-2%,·,·,·
COc1ccccc1N1CCN(C(CNS(=O)(=O)c2ccc(C)cc2)c2cccnc2)CC1 (stereo not drawn),30%,6%,4%,-2,-6%,0%,26%[12.7 µM],5%,?
Cn1c(=O)c2c(ncn2CC(=O)N2CCN(S(=O)(=O)c3ccccc3)CC2)n(C)c1=O,20%,7%,-8%,-1,-5%,-6%,-11%,-5%,-7%
CCCCSc1ncnc2c1ncn2C1CCCCO1 (stereo not drawn),5%,14%[57 µM],4%,1,·,-6%,·,-1%,-6%
Cc1cc(=O)[nH]c(N/N=C/c2ccccc2C(F)(F)F)n1,0%,24%,-24%,1,-30%,0%,?,-2%,1%
CCn1c(=O)c2c(n3cnnc13)-c1ccccc1CC21CCCCC1,18%,22%,-2%,-1,7%,-7%,18%,-11%,-22%
O=C(COc1ccccc1F)Nc1ccc2nc(SCCOc3ccccc3)sc2c1,2%,34%[activator],-1%,0,-16%,2%,-3%[59 µM],-1%,-5%
COc1cc(C(=O)Nc2ccc3c(c2)Cc2cc(NC(=O)c4cc(OC)c(OC)c(OC)c4)ccc2-3)cc(OC)c1OC,6%,12%,-8%,0,2%,6%,7%,1%,?
O=C(O)Cc1ccc(NC2(c3ccccc3)C(=O)c3ccccc3C2=O)cc1,31%,17%,-7%,1,7%[57.1 µM],-3%,-13%[59 µM],-3%,3%
Nc1cc(C(=O)O)c(Oc2ccc(Cl)cc2Cl)cc1C(=O)O,-1%,15%,?,-7,-1%,-17%,?,-17%,?
Cc1ccc(CNC(=O)/C=C/C(=O)O)cc1,-4%,39%,-8%,-3,·,-4%,?,-6%,5%
O=C(NC1CC1)[C@@H]1CSC2c3ccccc3C(=O)N21 (stereo partly drawn),-13%,33%,1%,3,-21%,10%,-9%,9%,-5%
CC(=O)Nc1nonc1-c1nnc(SCc2ccccc2)n1C,7%,42%[activator],-8%,-1,-4%,3%,1%[59 µM],1%,-7%
CCOc1ccc(-c2nnc3ccc(SCC(=O)Nc4nc5ccccc5s4)nn23)cc1,0%,40%[activator],-13%,-4,6%,i,-13%,25%,-9%
O=[N+]([O-])c1ccc(O)c(Nc2ncnc3ccccc23)c1,-17%,16%,?,-1,?,-7%,?,-7%,?
